Assay outcomes deposited in PubChem by National Center for Advancing Translational Sciences (NCATS).
HEK293 tox: cytotoxicity in counter-screen for GLP-1R inverse agonists | HEK293 cAMP-luciferase reporter cells, luminescence, 24 h | Potency, µM (highest dose often 38.3 µM), for inactives: at the highest dose activity change, negative = inhibition, most hits filed as inhibitors | 410,000 compounds, 0.13% hits;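 further: loss of luciferase light is scored as toxicity; potency means the concentration at half of the fitted maximal effect; on the % scale 0 is the no-effect control and ±100 the full control effect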
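Luminescence readout: signal drop marks cytotoxicity. Plated cells grew 12 h at 37 °C, 5% CO2, received 23 nL compound for 24 h, then got luciferase reagent, read after 12 min at RT.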
HT1080-NT tox: kills 2HG-producing HT-1080-NT fibrosarcoma cells | 360,000 compounds, 1.6% hits | Potency, µM (top dose mostly 46.1 µM), inactives show at the top dose activity, negative = less viability, most hits filed as cytotoxic | HT-1080-NT fibrosarcoma viability, CellTiter-Glo ATP luminescence, 48 h;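 further: NT is the 2HG producing partner of a matched IDH1 knockdown line; potency means the concentration at half of the fitted maximal effect; 0% = DMSO-treated cells and -100% = media-only wells without cells; nearly all actives have a fitted effect of over 55% in size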
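Viability by CellTiter-Glo luminescence after 48 h compound exposure at 37C of HT-1080-NT cells (750/well, RPMI, 5% FBS). % activity scaled between DMSO wells and medium-only wells, then curve-fitted and categorized by curve class.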
KB-V1 MDR tox: KB-V1 MDR subline cytotoxicity; KB-V1 MDR cells viability, CellTiter-Glo, 72 h; Potency, µM (series often up to 46.1 µM), inactives show at the top dose activity change, negative = cytotoxicity, actives largely listed as cytotoxic; 400,000 compounds, 3.4% hits; further: potency means the concentration at half of the fitted maximal effect; on the % scale 0 is the no-effect control and ±100 the full control effect; nearly all actives have a fitted effect of over 60% in size
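Drug-selected KB-V1 cells, grown in DMEM lacking phenol red with 10% FBS, receive compound titrations; after three days at 37 degrees C, surviving cell ATP is quantified by CellTiter-Glo luminescence and responses normalized and curve-fitted.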
SW480 rereplic: induces DNA re-replication in SW480 colon adenocarcinoma cells; 340,000 compounds, 1.8% hits; Potency, µM (top dose mostly 46.1 µM), for the others: top-dose re-replication activation, usual class: activators; SW480 DNA re-replication, Hoechst DNA content imaging, 48 h; further: potency means the concentration at half of the fitted maximal effect; % of control where 0% means no effect; nearly all actives have a fitted effect of over 55% in size
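SW480 cells exposed to compounds for 48 hr at 37 C, 5% CO2, then Hoechst-stained 40 min. Nuclear DNA content imaged by fluorescence scanning (405 nm excitation, 500-530 nm emission); re-replication scored as increased high-intensity nuclei.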
D3 ag: agonists of human D3 dopamine receptor; P35462; D3R DiscoveRx beta-arrestin cells, luminescence, 90 min; max activation, %; 410,000 compounds, 0.58% hits; AID 652048; in the data active means max activation above about 30%; further: 0% is about no effect; mostly tested at two doses, the higher about 12 µM
Target sequence (P35462 whole entry, looked up): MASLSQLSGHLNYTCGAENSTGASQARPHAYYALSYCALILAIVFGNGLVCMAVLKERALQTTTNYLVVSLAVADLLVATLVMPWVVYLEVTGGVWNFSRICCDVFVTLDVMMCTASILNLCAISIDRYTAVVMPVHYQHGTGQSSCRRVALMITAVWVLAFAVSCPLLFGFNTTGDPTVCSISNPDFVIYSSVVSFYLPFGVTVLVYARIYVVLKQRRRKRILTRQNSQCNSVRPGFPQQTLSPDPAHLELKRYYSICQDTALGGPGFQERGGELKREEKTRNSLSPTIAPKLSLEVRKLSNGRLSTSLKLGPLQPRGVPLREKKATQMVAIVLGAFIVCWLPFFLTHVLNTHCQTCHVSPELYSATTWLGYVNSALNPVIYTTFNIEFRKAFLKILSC
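Agonist-mode cell screen: cells plated at 1500/well and incubated overnight at 37 °C, then exposed to library compounds for 90 min at 37 °C. Detection reagent was added for 30–60 min at room temperature, and luminescence was read.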
IL1B secr inh: blocks inflammasome-driven IL-1 beta release; THP-1 LPS/ATP IL-1B secretion, AlphaLISA, 16 h; stronger effect = lower value; 360,000 compounds, 4.7% hits; AID 743279; activity change, % at 57.5 µM; in the data active means activity change below about -50%; inconclusive means mostly about -30% to -49%; further: on the % scale 0 is the no-effect control and ±100 the full control effect
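THP-1 cells pretreated 1 hr with compounds (up to 57.5 uM final), then stimulated with LPS (250 ng/mL final) plus ATP (1.25 mM final); secreted IL-1B measured by AlphaLISA after 16 hr, decreased signal indicating inhibition.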
MCF10A rerep: DNA re-replication induction in MCF 10a cells | MCF 10A DNA re-replication, Hoechst nuclear intensity, 48 h | Potency, µM (doses to about 46.1 µM), for the others: at the top dose activity, positive = re-replication, usual class: activators | 350,000 compounds, 2.9% hits | AID 624296; further: potency means the concentration at half of the fitted maximal effect; % of control where 0% means no effect; nearly all actives have a fitted effect of over 50% in size
HT1080 IDH1KD tx: toxicity to HT-1080 IDH1 knockdown cells (counter line). AID 686971. HT-1080 IDH1 knockdown viability, ATP luminescence, 48 h. Potency, µM (titrated, usually from 46.1 µM), for inactives: at the highest dose activity, negative = toxicity, hits mostly cytotoxic. 360,000 compounds, 2% hits;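 further: potency means the concentration at half of the fitted maximal effect; 0% = DMSO wells and -100% = cell-free medium wells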
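Using the IDH1-knockdown HT-1080 line run in the same batch and compound series as the NT line, viability after 48 h at 37 °C was determined by CellTiter-Glo luminescence and expressed as % activity.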
KB-3-1 tox: kills parental KB-3-1 adenocarcinoma cells. KB-3-1 viability, CellTiter-Glo ATP luminescence, 72 h. Potency, µM (doses to about 46.1 µM), for the others: at the highest dose activity change, negative = cytotoxic, most hits filed as cytotoxic. 400,000 compounds, 1.4% hits. AID 1347075; further: potency means the concentration at half of the fitted maximal effect; on the % scale 0 is the no-effect control and ±100 the full control effect; nearly all actives have a fitted effect of over 60% in size
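72 h, 37 °C compound treatment of KB-3-1 parental cells; CellTiter-Glo added, 10 min, luminescence read. Data corrected against DMSO-only plates and normalized before curve fitting.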
* marks the source's active call; other numbers are inactive results; i = inactive; ? = inconclusive; · = not tested or not shown; [ ] = another dose, or the depositor's remark. Unless noted, the call rests on the fitted dose curve; in most records, active means well fitted curve in the direction sought with a large enough effect; inconclusive means small, poorly fitted or top-dose-only effect, or another doubt; inactive means no such curve, though single readings can be large; an effect the other way counts as inactive or inconclusive.

The line under a structure holds: HEK293 tox, HT1080-NT tox, KB-V1 MDR tox, SW480 rereplic, D3 ag, IL1B secr inh, MCF10A rerep, HT1080 IDH1KD tx, KB-3-1 tox
(1) Cc1ccccc1NC(=O)CCCNC(=O)c1ccc(Cl)cc1
 : 1%, -4%, ?, -3%, 8, 39, 1%, 12%, 6%
(2) CC(=O)c1ccc(NC(=O)Nc2ccc([N+](=O)[O-])cc2)cc1
 : -10%, 18%, -1%, -92%[inhibitor], 6, 14, -80%[inhibitor], 14%, -1%
(3) O=C(C[C@H]1C[C@H](C(=O)N2CCOCC2)[C@@]2(CCC3CCCC3)c3[nH]c4cc(-c5ccco5)ccc4c3CCN2C1=O)NCCc1ccccn1
 : ?, 21µM*, ?, ?, -24, -52*, ?, ?, ?
(4) COc1ccc(Cc2nnc(NS(=O)(=O)Cc3ccccc3)s2)cc1
 : -8%, -4%, -8%, 0%, -3, -8, 1%, -6%, 0%
(5) C=CCNC(=S)N1CCc2c([nH]c3ccccc23)C1C (configuration not stated)
 : -7%, -8%, ?, -18%, -9, -5, -5%, -4%, -1%
(6) O=C(NCc1ccccc1Cl)C1CCC(=O)N(CC2CCCCC2)C1 (configuration not stated)
 : -7%, 0%, ?, -1%, -3, -3, 8%, 0%, 0%
(7) COc1ccc(OC)c(NC(=O)c2cc(-c3c(C)cc(C)cc3O)n[nH]2)c1
 : -3%, 3%, 12%, 5%, -5, -17, -11%, 20%, -1%
(8) COc1ccc(NC(=O)CSc2ccc3nnc(CCNC(=O)c4ccccc4)n3n2)cc1
 : 1%, 0%, 26%, -2%, -1, 33, 0%, 9%, 24%
(9) Cc1ccc2[nH]c(CSc3nnc(COc4ccccc4C)n3C)cc(=O)c2c1
 : 2%, ·, -20%, ·, 3, ·, ·, ·, ?
(10) [O-]/C(=C(\C(=S)Nc1cccc2ccccc12)[n+]1ccccc1)c1ccc2c(c1)OCCO2
 : -4%, ?, -1%, 4%, -26, 26, -2%, -20%, -1%
(11) CCOC(=O)c1sc(=S)n(-c2cccc(C(F)(F)F)c2)c1SC
 : -2%, 0%, -4%, 0%, 1, -11, 2%, -1%, 2%
(12) CN(C)/C=C/C1=CC(=O)CC(C)(C)C1
 : 10%, -29%, -9%, ?, -8, ?, ?, 21µM*, -1%
(13) Cc1ccc(C(=O)N/N=C\c2ccc(-c3ccc(Cl)cc3)o2)cn1
 : -14%, -19%, ?, 5%, 1, -27, ?, ?, ?
(14) CC12CCC(=O)N1C(C(=O)Nc1cccc(F)c1)CS2 (configuration not stated)
 : 6%, 2%, 14%, 1%, -10, 24, -2%, 0%, 6%
(15) COc1ccc2c(c1)CCC1(C)CC(=O)C(Br)=C21 (configuration not stated)
 : -2%, -13%, 6.5µM*, ·, -11, 2, ·, -10%, ?
(16) Cc1ccc(NC(=O)Cn2c(=O)n(Cc3ccco3)c(=O)c3sc4ccccc4c32)cc1C
 : 0%, ·, -9%, ·, -11, ·, ·, ·, 0%
(17) CCCOc1ccc(C(=O)Nc2ccc3c(c2)OCCO3)cc1
 : -15%, 0%, -10%, 3%, 1, -18, ?, -11%, -14%
(18) COc1ccc(C(=O)CCC(=O)N2CCN(c3ccccc3)CC2)cc1
 : 1%, 2%, -19%, -2%, 3, -15, 14%, 10%, 5%
(19) COc1cc(/C=C/C(=O)O)ccc1O
 : 1%, -1%, 0%, ?, 6, -18, ?, 5%, -6%
(20) CC(C)c1ccc(OCC(O)CNC(C)c2ccccc2)cc1 (configuration not stated)
 : ?, 23µM*, -2%, 20%, -3, -85*, -19%, 18µM*, ?
(21) O=C(NC(=O)N1CCN(c2ccccc2F)CC1)c1ccccc1
 : 1%, 0%, -5%, -8%, -27, -6, ?, 1%, 7%
(22) c1ccc(Oc2ccc3ccccc3n2)cc1
 : 1%, 15%, 0%, -1%, 3, 10, 11%, 16%, -6%
(23) O=S(=O)(NCCc1nc2ccccc2[nH]1)c1ccccc1
 : -5%, 9%, ?, 7%, 6, 12, 10%, 2%, 12%
(24) CCC(C(=O)NC1CCCCC1)n1c2ccccc2c2nc(=O)cc(C)n21 (configuration not stated)
 : 1%, 9%, 0%, 22%, 0, 42, 3%, 14%, 17%
(25) O=C(CN1CCCCCC1)Nc1ccc(Cl)cc1F
 : -1%, 4%, 20%, 1%, -18, -6, 11%, -5%, -13%
(26) COC(=O)c1cc(-c2cccs2)nn1-c1ccccc1
 : 5%, 0%, 11%, -10%, 14, 9, ?, 2%, 7%
(27) COc1ccc(NC(=O)NNC(=O)COc2cc(C)c(Cl)c(C)c2)c(OC)c1
 : 13%, 1%, ·, 1%, 3, -17, 13%, 4%, ·
(28) Cc1cc(NC(=O)Nc2cccc(Cl)c2)n(-c2ccccc2)n1
 : -12%, 3%, 12%, ·, -3, -14, ·, 2%, 3%
(29) COc1ccc(Sc2ccccc2CN(C)C)cc1OC
 : -4%, -2%, -10%, 3%, -5, -18, -3%, -9%, 0%
(30) O=C(CCNS(=O)(=O)c1ccc2c(c1)CCC(=O)N2)NCc1ccc2c(c1)OCO2
 : 0%, -1%, -2%, -1%, -4, 30, 4%, -1%, -3%
(31) CCCCOc1ccc(C(=O)NCCc2ccccc2)cc1
 : -5%, 10%, ?, -3%, 3, -7, -8%, 9%, 0%
(32) CC(C)(C)c1ccc(CCC2OCC(CN3CCOCC3)O2)cc1 (configuration not stated)
 : 1%, 2%, -3%, 8%, -6, ?, ?, -3%, 24%
(33) COc1ccc(CCNC(=O)C2CCN(S(=O)(=O)c3ccc(NC(C)=O)cc3)CC2)cc1OC
 : -2%, 2%, -1%, 5%, -1, 2, 0%, 19%, 0%
(34) COc1cnc(N(C)C)nc1Sc1ccc(Cl)cc1
 : 4%, -2%, 1%, -3%, -2, 21, ?, -2%, 25%
(35) O=C(NN=Cc1ccc(F)cc1)c1cccc(S(=O)(=O)N2CCCC2)c1
 : 7%, 5%, ?, -3%, -12, 14, 1%, -3%, 1%
(36) Cc1ccc(S(=O)(=O)N2CCN=C2SC(C)c2ccccc2)cc1 (configuration not stated)
 : 8%, -1%, ?, 2%, 0, i, 23%, -3%, 0%
(37) CCc1nc(SCC(=O)Nc2c(C)n(C)n(-c3ccccc3)c2=O)n[nH]1
 : 6%, 16%, 2%, -6%, 5, 18, -4%, 13%, 11%
(38) C/C(=N\Nc1cc(C)nc(NCc2ccccc2)n1)c1ccc([N+](=O)[O-])cc1
 : -5%, 2%, 4%, -2%, 2, 0, -5%, -2%, 1%
(39) CCN(CC)C(=O)c1sc2[nH]c(=S)n(-c3ccccc3)c(=O)c2c1C
 : -14%, -1%, -2%, 4%, -15, 5, 1%, 0%, -6%
(40) O=C(c1cccc(F)c1)N1CCN(C(=O)C2CC2)CC1
 : -17%, 16%, 11%, -4%, -7, 3, -1%, 14%, -7%
(41) COc1cc(NC(=O)c2nc3ccccc3nc2C)cc(OC)c1OC
 : -11%, ·, 15%, ·, 2, ·, ·, ·, -5%
(42) COc1ccc(NC(=S)N2CCC3CC2c2c(Cl)cccc23)c(OC)c1 (configuration not stated)
 : -21%, -7%, -1%, ·, -10, 13, ·, -4%, ?
(43) COc1ccc(CC(=O)OCC(=O)NC2CCCCC2)cc1
 : -31%, -4%, -6%, -3%, -5, -10, -2%, 2%, -1%
(44) Cc1c(NC(=O)CSc2ncnc3c2cnn3-c2ccccc2)c(=O)n(-c2ccccc2)n1C
 : -7%, 7%, ?, -7%, 20, -6, 2%, 0%, -3%
(45) COc1ccc(-c2ccc(CCC(=O)O)n2-c2ccc(Cl)cc2C)cc1
 : 2%, ·, 5%, ·, 2, ·, ·, ·, -4%
(46) NC(=S)Nc1cccc2cn[nH]c12
 : 22%, -11%, 0%, -2%, 1, 21, 1%, 7%, -4%
(47) O=C(Oc1ccc(-c2nc(-c3ccccn3)no2)cc1)c1ccccc1
 : -9%, ?, 7.3µM*, -3%, 2, -15, -2%, 2.3µM*, 7.3µM*
(48) Cc1ccc(C(=O)C2CC2)c(C)c1
 : 0%, 9%, 21%, -1%, 0, 7, -2%, 12%, -3%
(49) CC(=O)Nc1cccc(NC(=O)C2CCCN2C(=O)Nc2ccc(Cl)cc2)c1 (configuration not stated)
 : -4%, 12%, 12%, -4%, 5, 18, -2%, 13%, 5%
(50) CN(C)c1ccc(CN2CCCCC2)cc1
 : 1%, 8%, -18%, ?, -13, 1, -5%, 2%, -1%
(51) CCc1ccc(Nc2n[n+](-c3ccccc3)c(-c3c(Cl)cccc3Cl)s2)cc1
 : 7.9µM*, 21µM*, ?, ?, -30, -92*, ?, ?, 23µM*
(52) Cc1ccc(C(=O)c2cn(Cc3c(F)cccc3Cl)c3nc(C)ccc3c2=O)cc1
 : -8%, ·, -29%, ·, 5, ·, ·, ·, 1%
(53) Cc1ccc(-c2nn(CCC(=O)NN3CCOCC3)c(=O)c3ccccc23)cc1
 : 1%, 3%, -6%, -20%, 0, -26, ?, 1%, -2%
(54) COc1ccccc1-c1nnc(NC(=O)C2CCCN2S(=O)(=O)c2cccs2)o1 (configuration not stated)
 : 2%, -2%, 4%, ·, 3, 14, ·, -1%, 1%
(55) Cc1ccc(C(=O)CSc2nnc(COc3cccc(C)c3)o2)cc1
 : -5%, -5%, -5%, -5%, 3, 13, 64%[0.0737 µM], -2%, 8%
(56) Cc1cccc(-n2c(-c3csc(C)c3C)n[nH]c2=S)c1
 : -27%, 16%, ?, 106%, -12, 0, 1%, 22%, 4%
